Assay outcomes: PubChem BioAssay, several laboratories
m5-HT2A agonist – agonists of mouse serotonin 5-HT2A receptor (HTR2A) | CHO-K1 mHTR2A beta-arrestin complementation, luminescence; percent of 30 µM serotonin response | activation, % at 7.6 µM | hit rate 0.66% among 360,000 | AID 624169;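 active = activation above a run cutoff, the mean activation of all tested compounds plus 3 SD, cut at about 14% in these data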;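 also: 0% = plate median of compound wells and 100% = 30 µM serotonin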
Target sequence (P35363 whole entry, looked up): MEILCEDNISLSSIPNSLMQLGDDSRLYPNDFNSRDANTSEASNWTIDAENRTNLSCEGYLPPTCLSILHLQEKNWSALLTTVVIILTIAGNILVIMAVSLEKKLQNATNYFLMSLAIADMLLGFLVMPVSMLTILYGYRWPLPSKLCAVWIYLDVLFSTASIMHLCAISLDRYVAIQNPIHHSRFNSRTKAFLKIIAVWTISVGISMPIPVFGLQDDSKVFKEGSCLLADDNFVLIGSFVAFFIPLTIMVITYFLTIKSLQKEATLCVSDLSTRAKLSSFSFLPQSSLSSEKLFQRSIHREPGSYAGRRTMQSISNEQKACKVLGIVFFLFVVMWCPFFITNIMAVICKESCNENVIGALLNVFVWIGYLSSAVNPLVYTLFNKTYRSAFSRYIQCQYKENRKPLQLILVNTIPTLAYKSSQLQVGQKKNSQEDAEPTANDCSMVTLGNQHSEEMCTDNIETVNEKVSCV
ABCB6 inh MLPCN – blocks the human ABCB6 transporter; Q9NP58; hit rate 0.19% among 360,000; K562-ABCB6 porphyrin accumulation, flow cytometry, 1 h; active compounds read low; fluorescence ratio to DMSO, % at 10 µM;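 active = fluorescence ratio to DMSO below 75%, the collection mean minus 3 SD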;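 also: signal is porphyrin accumulated inside mitochondria; 100% equals median channel fluorescence of DMSO control wells; lower ratio means ABCB6 inhibition with less porphyrin fluorescence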
Cardio protect – modulators protecting cardiomyocytes from myocardial damage; hit rate 0.63% among 360,000; protection from H2O2 cell death, % at 20 µM; H9c2 cardiomyocytes, H2O2 injury protection, ATPLite, 2 h;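 active = compounds giving at least 50% protection of heart cells from peroxide-induced death in the single-dose screen, raw or plate-pattern-corrected value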;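 also: 0% = DMSO wells with peroxide and 100% = DMSO wells without peroxide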
PDI inh – blocks human protein disulfide isomerase activity | PDI insulin aggregation turbidity, A650, 90 min | P07237 | AID 588391 | inhibition, % at 10 µM | hit rate 0.052% among 350,000;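 active = mean inhibition across replicates of 30% or more, whatever share of single replicates reach that level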;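 also: absorbance from insulin aggregation driven by PDI reduction with DTT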
Target sequence (P07237 whole entry, looked up): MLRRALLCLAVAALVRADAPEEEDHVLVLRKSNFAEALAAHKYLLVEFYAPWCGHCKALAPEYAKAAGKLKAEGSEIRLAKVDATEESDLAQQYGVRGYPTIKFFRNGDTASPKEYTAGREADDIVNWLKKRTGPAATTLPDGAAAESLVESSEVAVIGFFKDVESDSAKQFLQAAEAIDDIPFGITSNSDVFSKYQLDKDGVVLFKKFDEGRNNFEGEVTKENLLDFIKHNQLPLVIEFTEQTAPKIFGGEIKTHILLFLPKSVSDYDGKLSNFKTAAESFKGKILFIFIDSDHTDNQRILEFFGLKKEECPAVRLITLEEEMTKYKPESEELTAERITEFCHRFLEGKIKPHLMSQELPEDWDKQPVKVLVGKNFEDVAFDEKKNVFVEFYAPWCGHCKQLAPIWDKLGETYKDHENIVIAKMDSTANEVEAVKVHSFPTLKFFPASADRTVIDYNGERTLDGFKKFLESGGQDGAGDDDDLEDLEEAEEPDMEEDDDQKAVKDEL
MC4R barr agon – activates human MC4R beta-arrestin recruitment. P32245. U2OS MC4R beta-arrestin complementation, luminescence; percent of melanotan II response, DMSO zero. activation, % at 8.9 µM. hit rate 0.98% among 360,000;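 active = activation above a per-plate cutoff, the mean activation of sample wells on that plate plus 3 SD, cut at about 8% in these data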
Exocytosis inh – lytic granule exocytosis inhibition. TALL-104 LAMP-1 surface exposure, flow cytometry; cells stimulated with thapsigargin and PMA. inhibition, % at 10 µM. hit rate 0.66% among 360,000. AID 651702;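 active = inhibition above about 55%, limit read from the data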
MC4R antagonist – blocks human MC4R cAMP signaling | inhibition, % at 6.5 µM | MC4R-expressing cells, MTII-stimulated cAMP, LANCE TR-FRET | P32245 | hit rate 0.48% among 360,000;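 active = inhibition above its plate's cutoff, the mean of tested wells on that plate plus 3 SD, cut at about 29% in these data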;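 also: 0% = Melanotan II alone and 100% = Melanotan II plus saturating MCL0020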
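system = U2OS cells with stable human MC4R expression | also added = Melanotan II challenge after compound preincubation | dosing = one concentration, 6.5 µM nominal | incubation = compound 30 min, challenge 1 h, detection 1 h | measured by = TR-FRET with Eu-cAMP and labeled anti-cAMP, 671 nm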
CaV13 ICDI inh – Primary screen for inhibitors of IQ motif and Ca2+-dependent inactivation inhibitor domain binding in CACNA1D, Förster resonance energy transfer in living cells, …; hit rate 0.098% among 340,000; AID 743397; inhibition, % at 12.3 µM; HEK cells, CFP/YFP FRET ICDI-IQ, plate reader, 10 min; percent FRET-ratio fall versus neutral wells;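 active = mean replicate inhibition of at least 30% and at least 1% of replicates passing that level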;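 also: 0% = median of the neutral control wells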
ABHD5-PLIN5 inh – blocks binding of human ABHD5 to perilipin-5; Q00G26+Q8WTS1; Split G. princeps luciferase complementation, luminescence, 4 h; inhibition, % at 4 µM; hit rate 0.78% among 360,000; AID 602281;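 active = inhibition above the mean inhibition across every tested compound plus 3 SD, cut at about 22% in these data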;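 also: 0% = DMSO only wells and the 100% control is not disclosed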
Glyco luc inh – N-linked glycosylation inhibition | D54 ERlucT glycosylation luciferase reporter, 24 h; percent of 100 nM tunicamycin response | reporter increase, % at 12.5 µM | hit rate 0.23% among 360,000;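 active = mean luciferase reporter signal, scaled so untreated is 0 and the glycosylation-blocking control 100, at or above a set limit in every replicate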;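 also: luciferase carries N-glycosylation sites so blocking glycosylation raises the light; 0% = median of neutral control wells and 100% = median of 100 nM tunicamycin wells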
Numbers without * were called inactive; nt = not tested or not shown.

SMILES	m5-HT2A agonist	ABCB6 inh MLPCN	Cardio protect	PDI inh	MC4R barr agon	Exocytosis inh	MC4R antagonist	CaV13 ICDI inh	ABHD5-PLIN5 inh	Glyco luc inh
CC(=O)c1ccc(OCc2cc(C(=O)NC(C)Cc3ccccn3)no2)cc1 (centres undefined)	2	109	8	4	-1.5	-1	8	-6	-10	3
O=C(Nc1ccc(Br)cc1)C1CCN(C(=O)c2ccco2)CC1	-11	102	-6	18	-1.4	8	4	-4	6	0
Cc1ccc(NC(=O)C2=C(c3ccccc3)S(=O)(=O)CCS2(=O)=O)cc1	0	96	-37	-3	-0.5	18	61*	5	83*	3
CCOc1ccccc1-n1c(C)nc2cc(C(=O)O)ccc21	5	99	2	-3	-3.1	0	8	2	4	1
Cc1cc(C(=O)NNS(=O)(=O)c2ccc(C(C)(C)C)cc2)nn1C(C)(C)C	1	99	5	-14	1.9	2	10	0	1	0
O=C(Cc1c(F)cccc1Cl)NNC(=O)Nc1ccc2c(c1)OCO2	-3	101	3	-4	-2.3	-1	5	-7	-14	2
NC(=O)c1cnccc1C=Cc1ccccc1	-5	99	-2	-3	-2.5	64*	-3	-10	0	1
C=CCSc1nc2c(c(C3CC=CCC3)c1C#N)CCC2 (centres undefined)	0	90	-12	1	2.2	2	7	-4	-5	-4
Cc1cccc(C)c1-n1c(C)nn(Cc2ccc([N+](=O)[O-])cc2)c1=O	-4	101	0	-3	0.3	4	3	0	-6	0
CC(=O)c1ccc(NS(=O)(=O)c2ccc(N)cc2)cc1	3	104	2	13	-1.1	-1	3	-4	-1	4
Cc1ccsc1C(=O)N[C@@H](C)c1nnc2ccccn12	0	99	4	5	0.2	-4	2	-7	3	2
C/C=C(\C)CN1CCC(n2nccc2NC(=O)CCCc2ccccc2)CC1	-7	102	3	0	-3.7	-4	1	-5	2	-1
CCn1c(=O)cc(SCC(=O)NCCC2=CCCCC2)c2ccccc21	-1	86	3	-3	-0.5	-2	-5	-7	2	1
Nc1c(C(=O)N/N=C/c2ccc(OCc3ccccc3)cc2)cnn1-c1ccccc1	-3	105	1	-1	2.8	2	1	-5	-2	-2
Cn1c(=O)c2cn3c(c2n(C)c1=O)C(c1ccccc1)CC(c1ccccc1)=N3 (centres undefined)	3	102	39	-9	0.8	-3	4	-2	1	-6
O=[N+]([O-])c1ccc2nc(C(O)C(O)c3nc4ccc([N+](=O)[O-])cc4[nH]3)[nH]c2c1 (centres undefined)	7	96	18	2	-0.8	8	1	-6	0	0
NC(=O)c1ccccc1NC(=O)c1ccc2ccccc2c1	4	103	-17	11	-1.3	2	5	-3	-4	-9
Cc1cc(Br)c(NC(=O)COC(=O)c2ccc[n+]([O-])c2)c(Br)c1	2	97	-4	10	-2.0	2	6	-7	13	1
CCn1c2c(c(=N)c3c1CCC3)CCC2	-2	105	-6	-1	1.4	-2	3	-6	5	2
COc1ccc(-n2nc3c(N4CCC(C(=O)N5CCC(C)CC5)CC4)nnc(C)c3c2C)cc1	0	201	-5	-3	-0.9	0	4	-15	11	4
Cc1ccc(C)c(NC(=S)NCC(c2ccccc2)N(C)C)c1 (centres undefined)	-2	99	2	1	-0.6	-2	2	-2	2	0
COc1ccc(CCNC(=O)CN2c3cccc4cccc(c34)S2(=O)=O)cc1OC	-1	87	-1	-13	0.4	-6	23	-4	4	-1
O=C(CN1CCN(S(=O)(=O)c2ccccc2)CC1)Nc1ccc2c(c1)CCC2	-6	101	-5	0	-0.3	6	-2	-5	-4	-2
COc1cc(OC)cc(C(C(=O)NCc2ccccc2)N(Cc2ccco2)C(=O)c2ccno2)c1 (centres undefined)	-1	100	41	-4	-0.9	-3	3	nt	1	0
CN1CCCC2(CCCN(Cc3nc(Cc4cccc(C(F)(F)F)c4)no3)C2)C1 (centres undefined)	-1	93	1	11	-0.9	0	3	0	4	0

Shown as a hit in Exocytosis inh, of those listed so far:
Molecule	m5-HT2A agonist	ABCB6 inh MLPCN	PDI inh	MC4R barr agon	Exocytosis inh	MC4R antagonist	CaV13 ICDI inh	ABHD5-PLIN5 inh	Glyco luc inh
NC(=O)c1cnccc1C=Cc1ccccc1	-5	99	-3	-2.5	64*	-3	-10	0	1

(cont.)
SMILES	m5-HT2A agonist	ABCB6 inh MLPCN	Cardio protect	PDI inh	MC4R barr agon	Exocytosis inh	MC4R antagonist	CaV13 ICDI inh	ABHD5-PLIN5 inh	Glyco luc inh
O=C(CCCNC(=O)c1ccc(Cl)cc1)NCc1ccccc1F	9	90	10	-10	-0.8	-8	2	-3	-4	-1
Cc1ccc(NC(N)=S)cc1C	2	98	-1	-6	-0.3	-1	-3	-20	-3	0
Cc1ccccc1S(=O)(=O)NC(=O)C1(C)CCN1C(=O)Cc1cccs1 (centres undefined)	-3	98	-3	10	-1.6	0	-5	-4	-6	1
COc1cccc(NC(=O)C2C3C=CC4(O3)C2C(=O)N(CCCN2CCC(C)CC2)C4C(=O)NC2CCCCC2)c1 (centres undefined)	-7	95	-2	0	-1.1	5	9	-4	-4	-4
O=C(CCn1cccc1)NCCc1ccc(Cl)cc1	6	103	-2	9	-1.3	-3	6	nt	-2	1
CCN(CC)S(=O)(=O)c1cc(C(=O)OCC(=O)Nc2cccc(Br)c2)ccc1F	-6	101	-7	13	2.6	2	2	-6	-7	1
CCOC(=O)N1CCN(C(=O)CSc2nnc(-c3cc(OC)cc(OC)c3)o2)CC1	-3	99	10	1	-0.6	-4	-2	-7	-5	-1
Cc1ccc(N(C(=O)CNC(=O)c2ccco2)C(C(=O)NC2CCCC2)c2ccncc2)cc1C (centres undefined)	3	94	1	3	2.2	-9	16	-3	7	0
O=c1c(-c2ccco2)[n+]([O-])c2ccccc2n1OCc1ccccc1[N+](=O)[O-]	3	106	-3	-4	1.2	0	3	-5	4	2
O=C1NC[C@H](CCCCN2CCN(CCC3CCCCC3)C(=O)C2=O)N(CCc2ccccc2)C1=O	-3	98	nt	nt	nt	-4	nt	-5	-5	nt
CCOc1ccc(N(C(C)C(=O)NN=C2CCCCCCC2)S(C)(=O)=O)cc1 (centres undefined)	9	91	10	-8	1.1	-2	11	-3	-1	1
O=C(C1CCCN(S(=O)(=O)c2cc(Cl)ccc2Cl)C1)N1CCOCC1 (centres undefined)	0	100	5	-2	-0.3	-1	7	-5	3	3
O=C(NC1CC1)c1cc(Cl)ccc1[N+](=O)[O-]	0	97	-1	0	-2.6	13	0	-3	-11	1
CCOc1ccc(C2CC(=O)N(Nc3ccc([N+](=O)[O-])cc3[N+](=O)[O-])C2=O)cc1 (centres undefined)	-8	94	-1	3	-3.2	5	-1	-4	4	1
Cc1ccccc1-c1nc(NCCN(C)C)nc2ccsc12	-7	92	7	3	0.2	0	12	-5	0	1
Cc1ccc(-c2nc3c(c(=O)c4ccccc4n3C)c(=O)n2-c2ccc(F)cc2)cc1	-2	100	3	11	-0.5	7	-4	-2	-1	1
CC(=O)Nc1ccc(CN2CCc3c([nH]c4ccccc34)C2c2ccccn2)cc1 (centres undefined)	0	99	6	12	-2.9	5	1	-5	4	6
CC(C)N(C(=O)[C@H]1C[C@H](CC(=O)NCCCN(C)C)C(=O)N2CCc3c([nH]c4ccc(Cl)cc34)[C@]12C)C(C)C	-2	107	-19	7	2.2	2	3	-5	1	1
COC(=O)CCc1c(COC(C)=O)[nH]c(C(=O)OCc2ccccc2)c1C	5	93	-4	11	4.3	-3	-3	-18	-7	0
CCOC(=O)[C@H]1[C@H]2COc3ccc(Cl)cc3[C@@H]2N2C(=O)c3ccc(F)cc3NC(=O)[C@@]12C	1	101	23	-51	0.1	3	11	-12	-4	-3
CC1(C)CC(=O)C2=C(C1)NC(=O)NC2c1ccc([N+](=O)[O-])cc1 (centres undefined)	7	96	10	-11	-1.9	12	7	-3	3	3
CC(=O)OC(COc1ccccc1)Cn1cnc2cc(C)c(C)cc21 (centres undefined)	2	99	1	-4	-1.2	3	2	-4	-1	1
O=C(NCCN1CCC(n2c(=O)[nH]c3ccccc32)CC1)c1ccc(OC(F)(F)F)cc1	-6	100	nt	nt	nt	-10	nt	-4	6	nt
C[C@H]1CN([C@@H](C)CO)C(=O)CCCn2nncc2CO[C@H]1CN(C)C(=O)C1CCCCC1	1	99	3	-4	0.7	4	-2	-6	2	1
COc1ccc(N/C(=C/[N+](=O)[O-])SC)cc1	5	92	0	6	-0.4	8	-6	1	7	3
(more compounds)
SMILES	m5-HT2A agonist	ABCB6 inh MLPCN	Cardio protect	PDI inh	MC4R barr agon	Exocytosis inh	MC4R antagonist	CaV13 ICDI inh	ABHD5-PLIN5 inh	Glyco luc inh
O=C(COc1ccccc1F)NNC(=O)c1ccc(N2CCCCC2)c([N+](=O)[O-])c1	5	100	-11	-6	-0.2	-12	3	-3	2	2
Cc1ccc2c(c1)N(C(=O)CCC(=O)NCCCN1CC(C)CC(C)C1)CCO2 (centres undefined)	-2	100	-6	nt	0.8	-2	15	1	-6	1
COc1ccc(C(C(=O)NC2CCCCC2)N(C(=O)c2sc(C)nc2C)c2ccc(OC)cc2)cc1 (centres undefined)	5	97	4	-7	0.5	-1	6	-8	1	-4
Cc1ccc(CNC(=O)C2CCC(=O)N(CC3CCCCC3)C2)o1 (centres undefined)	0	92	2	-8	-2.9	0	1	-5	5	0
O=C(COC(=O)/C=C/c1cccs1)NC1CC1	1	95	5	7	0.9	-4	-3	-6	9	1
O=C(NC1CCCC1)C(c1cccs1)N(CC1CCCO1)C(=O)Cc1cccs1 (centres undefined)	0	99	10	5	0.0	0	3	0	-6	-1
CCCn1c(=C(C#N)C#N)s/c(=C2\C=Cc3ccccc3N2CC)c1=O	2	95	-3	-3	-1.4	0	5	-1	-5	1
CCC(C(=O)Nc1cccnc1)c1ccccc1 (centres undefined)	2	99	2	5	0.7	-4	17	-4	-2	1
Cc1ccc(C(=O)COc2nc(C)cc(C)c2C#N)cc1	6	91	-2	1	4.1	1	2	-10	-10	-2
O=C(CCN1C(=O)c2ccc([N+](=O)[O-])cc2C1=O)Nc1cccc(O)c1	1	97	5	-14	-3.2	6	-5	-9	-4	0
COc1ccc(C2NC(=S)NC3=C2N2CCC3CC2)cc1 (centres undefined)	-4	97	5	-6	0.5	-3	10	-5	3	0
CCOC(=O)Cn1nc(-c2ccccc2)c2cnc3ccc(CC)cc3c21	1	98	-4	nt	8.4*	5	23	-3	-9	-5
OC(c1ccccc1)C(CN1CCOCC1)c1ccccc1 (centres undefined)	-5	94	0	-1	-1.5	4	16	0	-6	-2
CCOC(=O)C1C(=O)C(C(=O)OCC)C(c2cccnc2)NC1c1cccnc1 (centres undefined)	1	98	8	-1	-0.7	-1	-4	nt	1	4
CCCC(C)NC(=O)CN1C(=O)c2cccc3cccc1c23 (centres undefined)	1	97	5	-1	-2.3	-10	8	-6	1	-2
Cc1ccc(NC(=O)c2noc3c2CCCCC3)cc1	1	99	-6	-9	1.2	-3	14	-4	-3	-13
O=C(C[C@H]1CC[C@H](NC(=O)C2CCOCC2)[C@@H](CO)O1)NCc1ccncc1	-1	nt	nt	nt	nt	3	nt	-7	-6	nt
Cc1c(Cl)cccc1NC(=O)CSc1nnc(C)n1CC1CCCO1 (centres undefined)	-3	102	1	1	-1.8	4	4	-20	6	3
